# Screens (PubChem)
# FXIIa single – inhibitors of human coagulation factor XIIa | purified human FXIIa, AMC substrate fluorescence, 2 h | P00748 | inhibition, % at 10 µM | hit rate 0.2% among 33,000; in the data active = inhibition above about 30%;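 note: 0% = enzyme with vehicle only and 100% = no enzyme blank; many of its hits are not listed in these tables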
# FXIa single inh – inhibitors of human coagulation factor XIa; purified human FXIa, fluorogenic AMC substrate cleavage; inhibition, % at 10 µM; hit rate 0.3% among 33,000;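 active = inhibition above 40% in the primary screen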;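 note: 0% = enzyme without compound and 100% = blank wells lacking enzyme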
# Target sequence (P03951 19-387 limits assumed): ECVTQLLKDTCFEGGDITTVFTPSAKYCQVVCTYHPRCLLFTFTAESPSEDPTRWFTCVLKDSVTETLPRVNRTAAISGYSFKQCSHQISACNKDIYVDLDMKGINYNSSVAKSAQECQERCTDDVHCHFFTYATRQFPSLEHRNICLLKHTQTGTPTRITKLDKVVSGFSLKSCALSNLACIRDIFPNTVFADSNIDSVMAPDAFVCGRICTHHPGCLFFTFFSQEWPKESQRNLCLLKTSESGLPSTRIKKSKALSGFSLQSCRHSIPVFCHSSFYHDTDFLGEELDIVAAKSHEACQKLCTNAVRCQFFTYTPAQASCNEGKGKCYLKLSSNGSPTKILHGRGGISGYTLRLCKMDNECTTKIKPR
# Target sequence (P03951 388-625 limits assumed): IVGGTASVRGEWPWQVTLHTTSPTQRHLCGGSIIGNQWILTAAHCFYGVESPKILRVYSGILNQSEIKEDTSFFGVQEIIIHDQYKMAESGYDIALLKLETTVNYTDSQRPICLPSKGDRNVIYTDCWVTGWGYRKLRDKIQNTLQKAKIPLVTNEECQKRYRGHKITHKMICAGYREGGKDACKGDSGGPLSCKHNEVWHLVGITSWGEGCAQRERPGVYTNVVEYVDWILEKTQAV
# Numbers without * were called inactive. An excerpt, so the mix of outcomes need not match the whole.
Molecule | FXIIa single | FXIa single inh
O=P(C(Cl)Cl)(N1CCCCC1)N1CCCCC1 | 8 | 7
O=C(CNC1CCCCC1)N1CCC2(CC1)OCCO2 | -3 | 4
C=CCOC(=O)C1=C(C)OC(N)=C(C#N)[C@@]12C(=O)N(CC(N)=O)c1ccccc12 | 2 | -2
O=c1[nH]c(=O)n(-c2cccc3ccccc23)c(O)c1C=NCCCn1ccnc1 | 8 | 3
COc1ccc(CCC(=O)N2CCC3(CC2)OCCO3)cc1 | 8 | 4
COc1ccc(CCC(C)NCCc2ccccc2)cc1 (stereo not drawn) | 10 | -9
O=C(O)c1c[nH]c2ccc(S(=O)(=O)N(CCCl)CCCl)cc12 | -19 | 23
CCN(CC)P(=O)(NC(=O)C(Cl)(Cl)Cl)N(CC)CC.[Cl-].[Cl-].[Cl-].[Nd+3] | 6 | -8
CN1[C@@H]2CC[C@H]1CC(OC(=O)C1C=Nc3ccccc31)C2 (stereo partly drawn) | 6 | 4
CC(C)C(=O)c1cn(Cc2ccc(C#N)cc2)c2ccccc12 | 2 | 2
CN1CCCC(C(=O)c2ccccc2)C1 (stereo not drawn) | 6 | 1
CC(C)CNC(=O)c1c(N)n(Cc2ccco2)c2nc3ccccc3nc12 | -9 | -15
O=C(Nc1ccc(Cl)cc1)Nc1nccs1 | 3 | 1
CCN(CC)CCN=Cc1c(O)n(Cc2ccccc2)c(=O)[nH]c1=O | 14 | 0
Nc1ccc(C(=O)N/N=C2/CN3CCC2CC3)cc1 | 10 | -9
CC(=NCc1cccnc1)c1c(O)n(C2CCCCC2)c(=O)[nH]c1=O | -10 | 1
CCOC(=O)C1CCN(/C=C2/C(=O)NC(=O)N(c3ccc(OCC)cc3)C2=O)CC1 | 5 | -4
CC(=O)c1c(C)n(C(C)C)c2ccc(O)cc12 | 1 | -3
Cc1oc(-c2cccs2)nc1CSCC(=O)N1CCC2(CC1)OCCO2 | -12 | -11
C#CCNc1ccncc1S(=O)(=O)NC(=O)NC(C)C | 6 | -1
CCCOC(=O)c1c(N)n(Cc2cccs2)c2nc3ccccc3nc12 | -5 | 1
C=CCN1C(=O)NC(=O)/C(=C/c2ccc(OC)c(CSc3ccccn3)c2)C1=O | 21 | 10
O=C(c1cccn2c(=O)c3ccc(Cl)cc3nc12)N1CCC2(CC1)OCCO2 | -10 | -4
CC(C)NS(=O)(=O)c1ccc(OCC(=O)N2CCN(Cc3ccc4c(c3)OCO4)CC2)c(Cl)c1 | -2 | 17
CCN(CC)c1ccc(N=Cc2c(O)n(-c3ccc(OC)cc3)c(=O)[nH]c2=O)cc1 | 7 | -7
N=c1n(CCO)c2ccccc2n1Cc1ccccc1 | 4 | -3
CC(c1ccc(F)cc1)n1cc(C(=O)NCc2ccc3c(c2)OCO3)nn1 (stereo not drawn) | 4 | 1
O=C(CN1CCOCC1)Nc1ccc(Br)cc1C(=O)c1ccccc1 | -11 | -3
CCOC(=O)c1c(N)n(Cc2ccc(OC)cc2)c2nc3ccccc3nc12 | -83 | -3
Cc1c(N=Cc2c(O)n(Cc3ccc(F)cc3)c(=O)[nH]c2=O)c(=O)n(-c2ccccc2)n1C | 10 | -6
C=C1N2CCC(CC2)C1(O)c1ccc(C)cc1 (stereo not drawn) | 2 | 8
C=C1C(O)(c2ccccc2)C2CC[N+]1(C)CC2 (stereo not drawn) | -11 | -11
CCOC(=O)C1C(=O)N(C)C2(C)CC1c1cc(OC)ccc1O2 (stereo not drawn) | 8 | 2
O=C(C1CCCO1)N1CCC2(CC1)OCCO2 (stereo not drawn) | 1 | 1
COCCOC(=O)C1=C(N)OC(C)=C(C(=O)OC)C12C(=O)Nc1ccccc12 (stereo not drawn) | 4 | 8
CC(C)N(CCC(C(N)=O)(c1ccccc1)c1ccccn1)C(C)C (stereo not drawn) | 5 | 4
COc1ccccc1CN1CCN(C(=O)COc2ccccc2)CC1 | 8 | 3
COc1ccc(Cc2nccc3cc(OC)c(OC)cc23)cc1OC | 2 | 3
CN1C[C@H](CNC(=O)OCc2ccccc2)C[C@@H]2c3cccc4c3c(cn4C)C[C@H]21 | 0 | 6
CCOc1ccc(-n2c(-c3ccoc3)nc3ccccc3c2=O)cc1 | 5 | 7
CC(C(=O)c1c[nH]c2ccccc12)N1CCSCC1 (stereo not drawn) | -1 | -14
O=C(CSC1c2ccccc2-c2ccccc21)N/N=C/c1ccccc1 | -9 | 14
[N-]=[N+]=CC(=O)OC[C@H](N)C(=O)O | -8 | -6
CCOc1ccc(N=Cc2c(O)n(C(C)(C)C)c(=O)[nH]c2=O)cc1 | 9 | 6
CN1CCN(C(=O)COc2ccc(C(C)(C)C)cc2Br)CC1 | 1 | 5
O=C(C1CCC(=O)N1Cc1ccccc1Cl)N1CCC2(CC1)OCCO2 (stereo not drawn) | 1 | 9
CP(=O)(O)CCCN | 2 | 2
O=P(Nc1c(Cl)cccc1Cl)(c1ccccc1)c1nc2c(s1)CCCC2 (stereo not drawn) | 19 | 1
O=C(Cc1ccccc1)Oc1ccc(N2C(=O)CCC2=O)cc1 | 8 | -3
COc1ccc(CCN(C)Cc2ccc(F)cc2F)cc1OC | -2 | -9

# More entries.
Molecule | FXIIa single | FXIa single inh
Cc1ccc(Cc2c(C)nc3nc(SCC(=O)N4CCC5(CC4)OCCO5)nn3c2C)cc1 | 12 | 3
O=C(c1ccccc1F)c1cn(CC(=O)N2CCOCC2)c2ccccc12 | 6 | 3
O=c1c(C=NCCN2CCNCC2)c(O)n(C2CCCCC2)c(=O)n1C1CCCCC1 | -2 | -3
Cc1cc(OCC(=O)O)c2c3c(c(=O)oc2c1)CCCC3 | -17 | 1
CCC(=NCCc1c[nH]c2ccccc12)c1c(O)n(C)c(=O)n(C)c1=O | 3 | 23
CCOc1ccc(CN(CCCl)CCCl)cc1C(=O)OC | 11 | -3
Cc1ccccc1C1=NCC(=O)N(CC(=O)NCc2ccco2)c2sc3c(c21)CCCC3 | 9 | 1
CCOC(=O)c1c(C)n(CCN2CCN(C)CC2)c2ccc(OC)cc12 | 2 | -2
O=C(NCC(c1cccnc1)N1CCN(c2ccccc2)CC1)Oc1ccccc1 (stereo not drawn) | 1 | -2
O=C(CN1CCCC1=O)Nc1ccccc1 | 5 | 9
CC(C)CCn1c(N)c(C(=O)NCc2cccs2)c2nc3ccccc3nc21 | -29 | 12
NCC(CC(=O)O)c1ccc(Cl)cc1 (stereo not drawn) | 1 | 1
Fc1ccc2c(c1)nnn2C1CCN(Cc2c(Cl)cccc2Cl)CC1 | 10 | 4
COc1cc(/C=N/NC(=O)Cn2c([N+](=O)[O-])cnc2C)ccc1OC(=O)N(C)C | 9 | -3
Cn1c(O)c(C(=O)c2ccccc2F)c(=O)n(C)c1=O | 2 | -9
COc1ccc(CCn2c(O)c(C=NCCN3CCCCC3)c(=O)[nH]c2=O)cc1OC | -1 | -8
O=C(Nc1ccc(F)cc1)N1CC2CC(C1)c1cccc(=O)n1C2 (stereo not drawn) | -10 | -9
COc1ccc(C=C2C(=O)N(C)C(=O)N(C)C2=O)cc1CSc1ccccn1 | 10 | -7
CC(C)(C)NC(=O)Cn1cc(C(=O)c2ccccc2F)c2ccccc21 | 3 | -6
COc1cc(OC)c(OC)cc1CNCCc1ccc(OC)c(OC)c1 | 8 | -3
CCN(CC)Cc1c[nH]c2ccccc12 | 2 | 3
O=C(c1ccco1)c1cn(Cc2ccccc2Cl)c2ccccc12 | -13 | -12
CC(=Nc1c(C)n(C)n(-c2ccccc2)c1=O)c1c(O)n(Cc2ccccc2)c(=O)[nH]c1=O | 1 | 3
Cc1ccccc1OCCN=Cc1c(O)n(C)c(=O)n(C)c1=O | -13 | 25
Nc1ccccc1C(=O)OCC(=O)N1CCc2ccccc21 | 9 | -2

# Three records picked at random from those above:
Molecule | FXIIa single | FXIa single inh
COc1ccc(CCC(=O)N2CCC3(CC2)OCCO3)cc1 | 8 | 4
C#CCNc1ccncc1S(=O)(=O)NC(=O)NC(C)C | 6 | -1
C=CCN1C(=O)NC(=O)/C(=C/c2ccc(OC)c(CSc3ccccn3)c2)C1=O | 21 | 10

# Next part:
Molecule | FXIIa single | FXIa single inh
COP(=O)(OC)C1(Nc2ccc(C)cc2)CCCCC1 | -9 | 17
CN(C)CCc1nc2ccccc2c(=O)n1-c1ccccc1 | 6 | -2
CCCC12CN3CC(CCC)(CN(C1)C3c1ccccn1)C2=O (stereo not drawn) | 2 | -7
Cc1ccc(S(=O)(=O)N(C)CCCC(=O)N2CCN(c3ccccn3)CC2)cc1 | 9 | 5
CN(C)Cc1ccccc1OC(=O)N(C)C | 8 | 3
CC(C)CC12CN3CCN(CC(C3)C1O)C2 (stereo not drawn) | 7 | 4
CCCCCCn1c(=O)c(C(=O)Nc2c(C)n(C)n(-c3ccccc3)c2=O)c(O)c2ccccc21 | 6 | 1
O=C(Nc1ccccc1)Oc1ccccc1 | 2 | 4
Clc1cccc(N2CCNCC2)c1Cl | 5 | 2
C=CCn1c(O)c(C=Nc2ccc(N(CC)CC)cc2)c(=O)[nH]c1=O | 8 | 4
CN(C)CCCN=Cc1c(O)n(CCc2ccccc2)c(=O)[nH]c1=O | 13 | 6
CC1(C)CN2C(c3ccc(Cl)cc3)N2C1 (stereo not drawn) | -2 | -7
Cn1c(O)c(C(c2ccncc2)c2c(O)n(C)c(=S)n(C)c2=O)c(=O)n(C)c1=S | 12 | 0
CCc1nc2ccccc2c(=O)n1-c1cccc(OC)c1 | 5 | 1
CCCCOP(=O)(OCCCC)/C(C#N)=C(/C)O | -14 | 22
O=C1NC(=O)C(CCc2ccccn2)(Cc2ccc3c(c2)OCO3)C(=O)N1CCc1ccccc1 (stereo not drawn) | 2 | 5
CCCC[N+]12CCC(CC1)C(C(=O)c1cccs1)C2 (stereo not drawn) | 5 | 8
N/C(=N\N=C\c1ccc(O)cc1O)N[N+](=O)[O-] | 9 | -5
Cc1ccc(S(=O)(=O)N2CC3CC(C2)c2cccc(=O)n2C3)cc1 (stereo not drawn) | -2 | -14
CCCCn1c(O)c(C(CC)=Nc2ccc(OC)cc2OC)c(=O)[nH]c1=O | 4 | -6
COCCNC(=O)c1c(N)n(CCC(C)C)c2nc3ccccc3nc12 | -12 | -15
CC(=NCc1cccnc1)c1c(O)n(-c2ccccc2)c(=O)[nH]c1=O | -1 | -7
CCOP(=S)(OCC)SCC(=O)NC(C(=O)O)C(C)C (stereo not drawn) | -2 | -4
CCCCNC(=O)c1c(N)n(Cc2ccc3c(c2)OCO3)c2nc3ccccc3nc12 | -16 | -5
CC(C)(C)OC(=O)c1c(N)n(Cc2ccco2)c2nc3ccccc3nc12 | -7 | -12

# Look-ups from above:
# Under FXIa single inh, CCCCCCn1c(=O)c(C(=O)Nc2c(C)n(C)n(-c3ccccc3)c2=O)c(O)c2ccccc21 shows 1
# Under FXIa single inh, CCCC12CN3CC(CCC)(CN(C1)C3c1ccccn1)C2=O (stereo not drawn) shows -7
# Under FXIIa single, CN(C)CCc1nc2ccccc2c(=O)n1-c1ccccc1 shows 6

# The list goes on.
Molecule | FXIIa single | FXIa single inh
Cc1nn(C)cc1/C=C1/CC2C3CC=C4CC(O)CCC4(C)C3CCC2(C)C1=O (stereo not drawn) | 2 | -5
N#Cc1ccc(Cn2cc(C(=O)c3ccco3)c3ccccc32)cc1 | 23 | 4
Cc1cc(C)c(S(=O)(=O)NCC2CCC(C(=O)N3CCC4(CC3)OCCO4)CC2)c(C)c1 (stereo not drawn) | -12 | 16
O=C(N/N=C1/CN2CCC1CC2)c1cc2ccccc2cc1O | 3 | 7
O=C(C1CC(=O)N(C2CCCC2)C1)N1CCC2(CC1)OCCO2 (stereo not drawn) | -9 | -10
Cc1nc2cc(C(F)(F)F)ccc2n1C1CCN(Cc2nnnn2CCc2ccccc2)CC1 | 11 | 2
O=C(Nc1ccccc1OC(=O)N1CCOCC1)N1CCOCC1 | 4 | -2
COc1ccc2[nH]cc(CCN(C)C)c2c1 | 1 | 2
OCC12CO[C@@H]3c4ccccc4[C@H](OC1)N32 (stereo partly drawn) | 7 | 9
CNCCc1nc(N)n[nH]1 | 1 | -7
O=c1[nH]c(=S)n(CCC2=CCCCC2)c(O)c1C=NCCCn1ccnc1 | 5 | 9
OC(c1ccccc1)(c1ccccc1)C1CCNCC1 | -13 | 29
CN(C)C(=O)Oc1cccc2c(OC(=O)N(C)C)cccc12 | 6 | -8
Cc1cc(C)nc(-n2c(C)nc3cc(Cl)ccc3c2=O)c1 | 11 | -3
C=CCn1c(O)c(C(C)=NCc2ccco2)c(=O)[nH]c1=O | 6 | -3
O=c1[nH]c(=O)n(CCc2ccccc2)c(O)c1C=NCCN1CCNCC1 | 9 | 8
CC(C)[C@@]1(NC(=O)[C@@H]2C=C3c4cccc5[nH]cc(c45)C[C@H]3N(C)C2)O[C@@]2(O)[C@@H]3CCCN3C(=O)[C@H](Cc3ccccc3)N2C1=O | 5 | 11
CCCc1nc2ccccc2c(=O)n1-c1ccc(OC)cc1 | 1 | 42*
C=CCn1c(O)c(C(C)=NCCC2=CCCCC2)c(=O)[nH]c1=O | 5 | 11
COc1ccc(C2SCC(=O)Nc3c2c(C)nn3-c2ccccc2)cc1OC (stereo not drawn) | 5 | 7
O=C1CCCN1C(=O)c1cncc(Br)c1 | -12 | 19
CCSc1nnc(C(N)Cc2ccccc2)o1 (stereo not drawn) | -13 | -11
COc1ccc(C(CC(=O)N2CCC3(CC2)OCCO3)NS(=O)(=O)c2ccc(OC)cc2)cc1 (stereo not drawn) | 3 | -2
O=c1[nH]c(=O)n(CCc2ccccc2)c(O)c1C=NCc1ccc2c(c1)OCO2 | 4 | -1
CC[N+](CC)(CC)CCCCCCCCCC[N+](CC)(CC)CC | 12 | -9
O=C(Cn1cnc2ccccc2c1=O)NCCC(=O)N1CCC2(CC1)OCCO2 | 4 | 7

# In another format: 4 of the compounds above.
COc1ccc(C2SCC(=O)Nc3c2c(C)nn3-c2ccccc2)cc1OC (stereo not drawn)
  FXIIa single: 5
  FXIa single inh: 7
C=CCn1c(O)c(C(C)=NCc2ccco2)c(=O)[nH]c1=O
  FXIIa single: 6
  FXIa single inh: -3
CCCC[N+]12CCC(CC1)C(C(=O)c1cccs1)C2 (stereo not drawn)
  FXIIa single: 5
  FXIa single inh: 8
Cc1ccccc1OCCN=Cc1c(O)n(C)c(=O)n(C)c1=O
  FXIIa single: -13
  FXIa single inh: 25
